Mito fusion yeast: inhibitors of mitochondrial division or activators of mitochondrial fusion; S. cerevisiae fusion-defective mutant growth rescue, CellTiterGlo 48 h; Potency, µM (titrated, usually from 46.1 µM), for inactives: at the highest dose growth rescue (activation), hits mostly activators; hit rate 0.23% among 320,000;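 also: potency is read from the fitted curve at half-maximal effect; % of control where 0% means no effect; nearly all actives have a fitted effect of over 45% in size; temperature-sensitive fusion mutants such as fzo1-1 at 37 °C on non-fermentable ethanol glycerol medium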
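Luminescent cell viability in 1536-well qHTS format served as the measure of rescued growth in ts fusion-mutant S. cerevisiae cultured on non-fermentable YPEG for 48 hours at 37C.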
a7 integrin act: integrin-mediated muscular dystrophy alleviation activation | alpha7betagal myoblasts, beta-gal FDG fluorescence, 48 h | Potency, µM (series often up to 38.3 µM), for inactives: at the top dose activation, most hits filed as activators | hit rate 0.064% among 350,000 | AID 624291;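 also: potency is read from the fitted curve at half-maximal effect; 100% = response of the positive control SU9516; nearly all actives have a fitted effect of over 60% in size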
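alpha7betagal+/- myoblasts (passage 13, 250/well) treated 48 h at 37C with compounds at 1:260 dilution of DMSO stock. Lysed, then beta-galactosidase activity read as FDG fluorescence (ex 480/em 540) after 30 min, with pre-read for autofluorescence.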
PTAP TSG101 blk: blocks PTAP/TSG101 interaction to inhibit HIV-1 budding; Q99816; Fluorescence polarization, FITC-PTAP peptide / Tsg101 binding; Potency, µM (doses to about 115 µM), without a hit: at the highest dose activity change, negative = inhibition, usual class: inhibitors; 340,000 tested, under 10 active; AID 493005; active = well fitted inhibition curve with a large enough effect in the main read-out, with a control signal flat, not every such curve was filed as active; inconclusive = small, poorly fitted or top-dose-only effect, or effect the other way, or a change in a side signal; inactive = no such curve, though single readings can be large or run the other way; also: potency is read from the fitted curve at half-maximal effect; % of control where 0% means no effect
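FP read-out: FITC-PTAP peptide, 50 nM final, binding Tsg101 binding domain, 10 uM final; 20 min, r.t.; 10 mM HEPES pH 7.5, 0.15 M NaCl, 0.01% Tween 20, 3 mM EDTA, 0.1 mM TCEP.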
MLL CXXC-DNA inh: MLL CXXC-DNA interaction inhibition; Q03164; MLL-CXXC / FITC-HOXA9 DNA fluorescence polarization; Potency, µM (doses to about 115 µM), for the others: at the top dose activity change, negative = inhibition, hits mostly inhibitors; hit rate 0.037% among 290,000; AID 2662; active = well fitted inhibition curve with a large enough effect in the polarisation, with a control signal flat, not every such curve was filed as active; inconclusive = small, poorly fitted or top-dose-only effect, or effect the other way, or a change in a side signal; inactive = no such curve, though single readings can be large or run the other way; the % refers to the polarisation; also: potency is read from the fitted curve at half-maximal effect
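Fluorescence polarization: 7 uM MLL-CXXC (stock) preincubated 5 min with compounds, then 50 nM fluorescein-HOX-A9 DNA (stock) added; 30 min ambient. Buffer 50 mM Tris-HCl pH 7.5, 50 mM NaCl, 1 mM DTT, 0.05% BSA.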
TSHR antagonist: human thyrotropin receptor antagonism. activity change, negative = inhibition, % at 11.5 µM. AID 504810. P16473. TSHR-expressing cells, TSH-stimulated cAMP HTRF, 2 h; active compounds read low. hit rate 0.2% among 330,000;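 active = activity change below a set negative limit, meaning inhibition stronger than a set level, cut at about -70% in these data; inconclusive = activity change between two set negative limits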; also: % is scaled to controls: 0 for no effect and ±100 for the full control effect
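TSHR-expressing cells were treated with compounds, then stimulated with TSH at EC80 (4nM final) for 2 hours at 37 deg C. Cellular cAMP was measured by HTRF competition between lysate cAMP and cAMP-d2 for a cryptate-labelled anti-cAMP antibody.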
Menin-MLL TR inh: menin-MLL binding inhibition, Texas Red mutant peptide; Menin + Texas Red MLL mutant peptide, fluorescence polarization; Potency, µM (titrated, usually from 61.6 µM), for inactives: at the highest dose FP activity change, negative = inhibition, actives largely listed as inhibitors; hit rate 0.23% among 270,000; active = well fitted inhibition curve with a large enough effect in the polarisation, with a control signal flat, not every such curve was filed as active; inconclusive = small, poorly fitted or top-dose-only effect, or effect the other way, or a change in a side signal; inactive = no such curve, though single readings can be large or run the other way; the % refers to the polarisation; also: potency is read from the fitted curve at half-maximal effect; % of control where 0% means no effect; many of its hits are not listed in these tables
Target sequence (O00255 whole entry, looked up): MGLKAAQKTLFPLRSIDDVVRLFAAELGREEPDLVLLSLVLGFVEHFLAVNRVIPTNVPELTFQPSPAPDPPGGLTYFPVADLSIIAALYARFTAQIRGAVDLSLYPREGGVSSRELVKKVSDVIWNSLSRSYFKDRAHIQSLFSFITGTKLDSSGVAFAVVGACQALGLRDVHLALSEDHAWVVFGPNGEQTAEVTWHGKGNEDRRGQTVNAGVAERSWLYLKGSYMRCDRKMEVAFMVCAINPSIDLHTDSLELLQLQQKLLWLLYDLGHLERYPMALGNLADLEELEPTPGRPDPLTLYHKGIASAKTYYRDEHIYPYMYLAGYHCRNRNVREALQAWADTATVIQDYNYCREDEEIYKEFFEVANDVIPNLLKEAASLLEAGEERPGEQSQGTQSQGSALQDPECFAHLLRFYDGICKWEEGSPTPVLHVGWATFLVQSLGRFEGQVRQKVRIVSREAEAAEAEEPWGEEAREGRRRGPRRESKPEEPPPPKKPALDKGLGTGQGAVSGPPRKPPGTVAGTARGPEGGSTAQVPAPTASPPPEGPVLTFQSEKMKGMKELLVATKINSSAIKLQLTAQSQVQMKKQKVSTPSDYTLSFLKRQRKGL
MBNL1-CUG inh: inhibitors of human MBNL1 binding to CUG repeat RNA; Q9NR56; TR-FRET MBNL1-His/biotin-(CUG)12 binding, 665/545 ratio; Potency, µM (doses to about 57.5 µM), for the others: at the highest dose activity change, negative = inhibition, most hits filed as inhibitors; hit rate 0.036% among 280,000; AID 2675; active = well fitted inhibition curve with a large enough effect in the signal ratio, with a control signal flat, not every such curve was filed as active; inconclusive = small, poorly fitted or top-dose-only effect, or effect the other way, or a change in a side signal; inactive = no such curve, though single readings can be large or run the other way; the % refers to the signal ratio; also: potency is read from the fitted curve at half-maximal effect; % is scaled to controls: 0 for no effect and ±100 for the full control effect
Target sequence (Q9NR56 whole entry, looked up): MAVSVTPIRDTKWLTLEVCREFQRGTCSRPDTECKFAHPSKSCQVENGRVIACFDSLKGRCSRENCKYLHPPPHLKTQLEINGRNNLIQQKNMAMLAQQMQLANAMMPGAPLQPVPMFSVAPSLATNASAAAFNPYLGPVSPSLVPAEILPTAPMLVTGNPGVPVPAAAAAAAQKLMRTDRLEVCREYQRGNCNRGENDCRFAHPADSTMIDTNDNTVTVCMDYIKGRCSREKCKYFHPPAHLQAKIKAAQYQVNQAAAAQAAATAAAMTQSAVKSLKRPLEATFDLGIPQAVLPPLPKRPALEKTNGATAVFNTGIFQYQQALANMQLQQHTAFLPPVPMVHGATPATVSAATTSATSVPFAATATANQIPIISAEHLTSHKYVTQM
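MBNL1-His + Biotin-(CUG)12, cpd titration 92 nM–58 uM; Tb anti-His Ab 0.055 ng/ul, SA-XL665 5 nM (final); 60 min RT; ratiometric 665/545 nm, Ex 340 nm; normalized to buffer and full-complex controls.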
TCR activator: activators of T cell receptors | primary human leukocytes, anti-CD3, IL-2 HTRF, 48 h | AID 504894 | Potency, µM (top dose mostly 9.22 µM), for inactives: top-dose activation of IL-2 secretion, usual class: activators | 330,000 tested, under 10 active; also: % of control where 0% means no effect
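TCR engagement came from a-CD3 beads alone, with compounds added to primary human leukocytes for 48 hr. Secreted IL-2 bridged europium cryptate- and d2-labelled anti-IL-2 antibodies, giving FRET emission at 665nm after 320nm excitation.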
AT treatment: potential ataxia-telangiectasia treatment. […] A-T fibroblasts, KAP-1 phosphorylation AlphaLISA; neocarzinostatin DNA damage 30 min before lysis. Potency, µM (doses to about 57.5 µM), for inactives: at the highest dose activation, usual class: activators. hit rate 0.19% among 320,000; also: potency is read from the fitted curve at half-maximal effect; % of control where 0% means no effect; nearly all actives have a fitted effect of over 45% in size
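ATM-like activity read as KAP-1 phosphorylation via AlphaLISA donor/acceptor antibody pairs after lysis and 6 hr at 25C. Cells were ATM-null patient fibroblasts ([…], hTERT), dosed 60 min, then exposed to the DSB inducer NCS for 30 min.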
ASM inhibitor: inhibitors of human secretory acid sphingomyelinase; P17405; placental ASM, HMU-PC fluorogenic substrate, 60 min; Potency, µM (highest dose often 57.5 µM), for the others: top-dose activity change, negative = inhibition, most hits filed as inhibitors; hit rate 0.006% among 340,000; AID 504937; also: potency is read from the fitted curve at half-maximal effect
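HMU-PC0 cleavage (9 uM final) by human placental ASM, 60 min at 37 °C following 10 min compound exposure at RT; stopped at pH 10, fluorescence Ex 386/Em 447 nm.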
Numbers without * were called inactive; ? = inconclusive; / = no result given; & = joins results of further samples; [ ] = remark or other dose. Unless noted, calls follow the shape of the dose curve; as a rule, active = well fitted curve in the direction sought with a large enough effect; inconclusive = small, poorly fitted or top-dose-only effect, or another doubt; inactive = no such curve, though single readings can be large; an effect the other way counts as inactive or inconclusive. The list is partial, so the mix of outcomes need not match the whole.

No. | molecule | Mito fusion yeast | a7 integrin act | PTAP TSG101 blk | MLL CXXC-DNA inh | TSHR antagonist | Menin-MLL TR inh | MBNL1-CUG inh | TCR activator | AT treatment | ASM inhibitor
1 | C(#CCN1CCCC1)CN1CCCC1 | 0% | -15% | -6% | / | -1 | 1%[24.8 µM] | / | 4% | 1% | -1%
2 | CC1[C@H]2Cc3ccc(O)cc3[C@]1(C)CCN2CCc1ccccc1 (some centres undefined) | / | / | 3% | / | -2 | / | / | 1% | 2% | 5%
3 | CCCCn1c(=O)c(C=Nc2cccnc2Cl)c(O)n(CCCCl)c1=O | -6% | -14% | -11% | -3% | 8 | 19% | 1% | 1%[46.1 µM] | -8% | -8%
4 | O=P(Oc1ccccc1)(Oc1ccccc1)N1CCOCC1 | / | -27% | 1% | / | / | / | / | 1% | / | 4%
5 | Cc1ccccc1-n1c(O)c(/C=C2/C(c3ccccc3)=Nc3ccccc32)c(=O)[nH]c1=O | 5% | 31% | -4% | 15% | 35 | ? | -9% | 1%[46.1 µM] | 30% | -18%
6 | CC(=O)Nc1ccc(OC(=O)N2CCCCC2)cc1 | 1% | -9% | -2% | 0% | 4 | 8% | 2% | -3% | -1% | 25%
7 | Cn1cc(C(=O)OCC(=O)NC2CCCC2)c2ccccc21 | 2% | -19% | -6% | / | -21 | / | / | -4% | -3% | 1%
8 | CCN1CCN(Cc2cc(Br)cc(Br)c2O)CC1 | -4% | -16% | -5% | 25% | 24 | / | -4% | 3% | 5% | 1%
9 | CC(=O)CC(=O)C1C(=O)N(C)C(=O)N(C)C1=O | 1% | 8% | -10% | 4% | 3 | 0% | 9% | -15% | 1% | 0%
10 | Cn1c(O)c(C=NC2CCN(Cc3ccccc3)CC2)c(=O)[nH]c1=O | 1% | 3% | -5% | -7% | 4 | / | 1% | 6% | -1% | 3%
11 | CC12CCC(O)CC1CCC1C2CCC2(C)C(C(=O)CC(O)C(F)(F)F)CCC12 (centres undefined) | / | -39% | -5% | / | / | / | / | 8% | / | -4%
12 | Cc1ccc(C)c(CN2CCC(n3nnc4cc(F)ccc43)CC2)c1 | 2% | -51%[inhibitor] | -1% | 1% | 13 | -12% | -4% | -18% | -2% | -7%
13 | O=P(CN1CCN(c2ccccc2)CC1)(N1CCCCC1)N1CCCCC1 | 5% | 11% | 2% | 7% | -8 | -15% | -4% | / | 10% | 8%
14 | CCOP(=O)(NC(C)C)Oc1ccc(SC)c(C)c1 (centres undefined) | / | 37% | -6% | / | / | / | / | -5% | / | 0%
15 | Clc1ccc(CN2CCNCC2)cc1 | -5% | 0% | -1% | 3% | -2 | -8% | -16% | 0% | -14% | 0%
16 | CCC(=NCCCN1CCOCC1)c1c(O)n(-c2ccccc2C)c(=O)[nH]c1=O | -4% | -4% | 0% | 1% | -4 | / | -9% | 2% | -9% | 3%
17 | COc1ccc2nc(/N=C/c3c(O)n(-c4cccc(Cl)c4)c(=O)[nH]c3=O)sc2c1 | 6% | 23% | -1% | -4% | -2 | 6% | -6% | -3% | -6% | 2%
18 | S=C(Nc1ccccc1)Nc1cccc(Br)c1 | -7% | 5% | -2% | 6% | 6 | ? | -3% | -10% | 4% | 0%
19 | O=C(NCCN1CCOCC1)c1ccc(Cl)nc1 | 0% | -6% | -8% | -17% | 2 | / | 3% | 4% | -5% | 0%
20 | Cc1ccccc1C(=O)Oc1cccc(Nc2ncnc3ccccc23)c1 | / | -38% | -2% | / | / | / | / | -10% | / | ?
21 | O=c1[nH]c(=O)n(Cc2ccco2)c(O)c1C=NCCCn1ccnc1 | 0% | 16% | -1% | 4% | 2 | 6% | -2% | 1% | 0% | 2%
22 | Cn1c(O)c(C=NC2CCCCCC2)c(=O)[nH]c1=S | 4% | 9% | -4% | 10% | -3 | -1% | 1% | -4% | -5% | -3%
23 | CC(C(=O)O)N(C(=O)c1ccccc1)c1ccc(F)c(Cl)c1 (centres undefined) | 2% | 7% | -1% | -9% | -5 | 2% | -2% | 3% | 0% | 5%
24 | CC(=O)c1cn(CCCOc2ccccc2)c2ccccc12 | ? | 15% | -3% | 23% | -6 | 17% | 4% | 3% | 18% | -8%
25 | Cc1ccc(CN2CCN(Cc3ccccc3)CC2)cc1 | 0% | -18% | -1% | 3% | 19 | -12% | 7% | -2% | 2% | 1%

Individual results from the list:
For MBNL1-CUG inh, compound 10 is listed with 1%
For AT treatment, compound 2 is listed with 2%

Rewritten with one line to a screen: part of the list above
20) Cc1ccccc1C(=O)Oc1cccc(Nc2ncnc3ccccc23)c1
23) CC(C(=O)O)N(C(=O)c1ccccc1)c1ccc(F)c(Cl)c1 (centres undefined)

screen / no.	20	23
Mito fusion yeast	/	2%
a7 integrin act	-38%	7%
PTAP TSG101 blk	-2%	-1%
MLL CXXC-DNA inh	/	-9%
TSHR antagonist	/	-5
Menin-MLL TR inh	/	2%
MBNL1-CUG inh	/	-2%
TCR activator	-10%	3%
AT treatment	/	0%
ASM inhibitor	?	5%

Other compounds
No. | molecule | Mito fusion yeast | a7 integrin act | PTAP TSG101 blk | MLL CXXC-DNA inh | TSHR antagonist | Menin-MLL TR inh | MBNL1-CUG inh | TCR activator | AT treatment | ASM inhibitor
26 | O=C1Nc2cc(C(=O)N3CCC4(CC3)OCCO4)ccc2NC1CSCc1cccc(F)c1 (centres undefined) | 10% | / | / | 69%[activator] | 15 | / | ? | / | 1% | /
27 | CCC[C@H](N[C@@H](CCC)[C@H](O)c1ccccc1)[C@H](O)c1ccccc1 | / | 10% | 0% | / | / | / | / | 5% | / | 3%
28 | O=C1NC(=O)N(Cc2ccc(F)cc2)C(=O)/C1=C/c1cccs1 | -11% | 10% | -3% | 4% | 2 | ? | 9% | -4% | 0% | -3%
29 | COC(=O)C1=C(c2ccc(OC)c(OC)c2)C[C@@H]2CC[C@H]1N2C(=O)NCc1cccc2ccccc12 | -15% | 25% | -7% | / | 9 | / | / | -1% | 11% | 1%
30 | CCOP(=O)(OCC)C(NC(=O)Cc1ccccc1)C(Cl)(Cl)Cl (centres undefined) | -5% | ? | 1% | 1% | 12 | 14% | -4% | 4% | 13% | 1%
31 | CCC1CN1P(=O)(N1CCCC1)N1CC1CC (centres undefined) | / | 0% | -5% | / | / | / | / | -6% | / | 2%
32 | O=C(Cc1ccccc1)OCC(=O)N1CCN(S(=O)(=O)c2ccc(Cl)cc2)CC1 | 10% | 7% | -1% | / | 8 | / | / | 6% | -2% | -2%
33 | c1cnc(OCCN2CC2)cn1 | / | ? | 0% | / | / | / | / | 7% | / | 5%
34 | COc1ccc(Br)cc1CN1CCN(C(=O)Cc2ccccc2)CC1 | 2% | -19% | 1% | 12% | -7 | -8% | -7% | -3% | 3% | 4%
35 | COC(=O)Cn1cc(C=C2C(=O)N(C)C(=O)N(C)C2=O)c2ccccc21 | -2% | ? | -26% | ? | 12 | -10% | 3% | / | -5% | -5%
36 | CCCC[N+]1(C)[C@@H]2CC(OC(=O)[C@H](CO)c3ccccc3)C[C@H]1[C@@H]1O[C@@H]12 (some centres undefined) | 7% | / | -4% | 8% | 5 | -12% | -5% | -4% | / | 3%
37 | Cc1cc(OCC(=O)N2CCCN(C)CC2)ccc1Cl | -3% | 3% | -4% | 0% | -3 | / | -4% | -2% | 10% | 0%
38 | Cc1cc(=O)n(-c2ccccc2)n1-c1ccccc1 | -2% | 5% | 1% | -3% | -8 | -12% | ? | -3%[46.1 µM] | -6% | 2%
39 | CCN(CC)CCOC(=O)C(O)(c1ccccc1)c1ccccc1 | 2% | / | 1% | 7%&9% | 8 | ? | ? | -1% | -1% | 4%
40 | CCCCCCn1c(O)c(C=NCCN2CCOCC2)c(=O)[nH]c1=O | -17% | 16% | -5% | -4% | -1 | 5% | 3%[11.5 µM] | -3%[46.1 µM] | 1% | 2%
41 | CC1CCCCC1NC1CCN(C)CC1 (centres undefined) | -3% | -45% | -6% | 0% | -1 | -10% | -3% | / | 4% | 4%
42 | CN(C)C(=O)Oc1ccc2c(c1)O/C(=C\c1ccccc1)C2=O | -22% | 14% | -3% | -4% | -8 | 28% | ? | -9% | -10% | -1%
43 | Cc1ccc(S(=O)(=O)c2nc(-c3ccccc3Cl)oc2N(C)C2CCN(C)CC2)cc1 | / | -56%[inhibitor] | 0% | / | 6 | / | / | 0% | -5% | 0%
44 | COc1ccc(CCNCc2cccn2C)cc1OC | 1% | -10% | 0% | -5% | 0 | -3% | 6% | 1% | -9% | 4%
